# High-throughput results as filed in PubChem BioAssay.
# Kir21 block = blocks the mouse Kir2.1 inward-rectifier potassium channel; P35561; HEK293-Kir2.1, FluxOR thallium flux fluorescence; hits give low values; B-score at 10 µM; 0.85% of 310,000 active;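 active = fluorescence ratio B-score at or below minus 3 SD of library scores, with starting-brightness B-score within 2 SD, cut at about -4.2 in these data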;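 note: channel flux triggered by added potassium and thallium sulfate stimulus; B-score of peak minus minimum fluorescence over baseline after thallium stimulus; more negative B-score means stronger Kir2.1 block with less thallium influx; some compounds called inactive have numbers as strong as hits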
# Target sequence (P35561 whole entry, looked up): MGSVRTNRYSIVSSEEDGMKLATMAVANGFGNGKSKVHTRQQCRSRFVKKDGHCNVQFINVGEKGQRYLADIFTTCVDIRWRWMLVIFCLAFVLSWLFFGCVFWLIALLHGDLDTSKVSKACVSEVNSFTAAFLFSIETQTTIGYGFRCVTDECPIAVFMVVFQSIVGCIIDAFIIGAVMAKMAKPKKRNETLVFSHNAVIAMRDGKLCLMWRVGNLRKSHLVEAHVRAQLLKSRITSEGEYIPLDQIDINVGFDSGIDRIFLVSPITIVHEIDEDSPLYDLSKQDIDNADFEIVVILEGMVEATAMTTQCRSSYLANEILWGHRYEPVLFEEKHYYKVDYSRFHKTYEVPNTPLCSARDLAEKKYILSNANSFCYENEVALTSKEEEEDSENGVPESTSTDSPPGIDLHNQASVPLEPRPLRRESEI
# STK33 kinase inh = blocks human STK33 kinase activity | inhibition, % at 10 µM | 0.073% of 320,000 active | Q9BYT3 | purified STK33, MBP phosphorylation, ADP-Glo luminescence | AID 2661;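 active = inhibition at or above 25%, using the most active replicate where run in duplicate; inactive = inhibition below 25%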
# Target sequence (Q9BYT3 whole entry, looked up): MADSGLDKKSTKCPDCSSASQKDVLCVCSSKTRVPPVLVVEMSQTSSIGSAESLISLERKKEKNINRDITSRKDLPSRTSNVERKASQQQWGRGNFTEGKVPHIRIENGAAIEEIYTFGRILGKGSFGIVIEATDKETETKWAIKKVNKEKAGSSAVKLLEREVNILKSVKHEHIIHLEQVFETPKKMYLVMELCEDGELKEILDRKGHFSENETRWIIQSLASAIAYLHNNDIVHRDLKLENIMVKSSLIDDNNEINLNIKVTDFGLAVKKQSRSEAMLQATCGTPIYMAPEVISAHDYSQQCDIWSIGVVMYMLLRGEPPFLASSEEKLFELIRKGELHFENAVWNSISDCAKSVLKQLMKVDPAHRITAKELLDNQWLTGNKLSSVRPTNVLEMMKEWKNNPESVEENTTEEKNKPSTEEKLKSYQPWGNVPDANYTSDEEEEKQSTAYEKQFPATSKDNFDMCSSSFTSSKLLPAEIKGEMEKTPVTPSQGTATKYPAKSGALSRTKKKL
# Starred values were filed as active, the others as inactive; x = not tested or not shown.
1. O=C(c1cccs1)N1CCCC(c2nc(-c3ccc(F)cc3)no2)C1 (stereo not given)
2. COc1cccc(Cn2cccc(NC(=O)Nc3cccc(C#N)c3)c2=O)c1
3. O=C(O)C1=CC[C@@H](c2ccc(Cl)cc2)N(S(=O)(=O)c2ccc(Cl)cc2)[C@H]1c1ccc(F)cc1
4. O=C(OCC(=O)N1CCCC1)c1ccc(OC(F)(F)F)cc1
5. O=C(C/C=N/OCc1c(Cl)cccc1Cl)c1cnc(-c2ccccc2)s1
6. CCN(CC(=O)Nc1ccccc1OC)C(=O)CSCC(=O)Nc1ccc(OC)cc1
7. COc1ccc(CCN2C(=S)N(C)C(=O)C2CC(=O)Nc2ccc(OC)cc2)cc1 (stereo not given)
8. Cc1nn(C)cc1NC(=O)c1nn(C)cc1[N+](=O)[O-]
entry no.	1	2	3	4	5	6	7	8
Kir21 block	-3	-0.87	x	1.5	-0.06	1.4	-0.67	1.9
STK33 kinase inh	1.4	-0.2	-1.1	-1.1	-1.6	-0.4	0.7	-0.7

# 6 compounds out of the list, arranged by length of the SMILES, lowest first:
4. O=C(OCC(=O)N1CCCC1)c1ccc(OC(F)(F)F)cc1
8. Cc1nn(C)cc1NC(=O)c1nn(C)cc1[N+](=O)[O-]
5. O=C(C/C=N/OCc1c(Cl)cccc1Cl)c1cnc(-c2ccccc2)s1
6. CCN(CC(=O)Nc1ccccc1OC)C(=O)CSCC(=O)Nc1ccc(OC)cc1
7. COc1ccc(CCN2C(=S)N(C)C(=O)C2CC(=O)Nc2ccc(OC)cc2)cc1 (stereo not given)
3. O=C(O)C1=CC[C@@H](c2ccc(Cl)cc2)N(S(=O)(=O)c2ccc(Cl)cc2)[C@H]1c1ccc(F)cc1
entry no.	4	8	5	6	7	3
Kir21 block	1.5	1.9	-0.06	1.4	-0.67	x
STK33 kinase inh	-1.1	-0.7	-1.6	-0.4	0.7	-1.1

# The list continues:
9. C/C(N)=C(/C#N)C(=O)CSc1nc2ccccc2c(=O)n1-c1ccc(C)cc1
10. COc1ccc(CCNC(=S)N2CCN(S(=O)(=O)c3ccc(F)cc3)CC2)cc1
11. Cc1ccc(S(=O)(=O)CCC(=O)N2CCN(c3ccccc3O)CC2)cc1
12. C[C@@]12C(=O)OC(=O)[C@]1(C)C1CCC2O1
13. O=C(CC1Nc2ccccc2NC1=O)Nc1cc(Cl)cc(Cl)c1 (stereo not given)
14. O=C(Nc1ccc(S(=O)(=O)N2CCc3ccccc3C2)cc1)C1CCCO1 (stereo not given)
15. O=C(Oc1ccc([N+](=O)[O-])cc1)c1cncc(Br)c1
16. CCOC(=O)N1CCC(Nc2cc(C)nc3c(-c4ccccc4OC)c(C)nn23)CC1
entry no.	9	10	11	12	13	14	15	16
Kir21 block	0.79	0.06	x	x	-1.3	-0.24	-0.15	0.47
STK33 kinase inh	-1.8	x	-0.6	-2.2	0.0	1.0	-0.7	-0.7

17. O=C(NCc1nc2ccccc2[nH]1)C1=C[C@@H](c2ccc(C(F)(F)F)cc2)C[C@@H](OCCCCO)O1
18. COc1ccc(Nc2nc(N3CCOCC3)nc(N3CCOCC3)n2)c(OC)c1
19. COc1ccc(Cl)cc1-n1c(=S)sc2c(=O)n(-c3ccc(F)cc3)c(SCC(=O)O)nc21
20. Cc1ccc(S(=O)(=O)NCC(C)n2nc(C)cc2C)cc1 (stereo not given)
21. COc1ccccc1N(CC(=O)Nc1ccc2c(c1)OCO2)S(=O)(=O)c1ccccc1
22. Cc1c(F)cccc1NS(=O)(=O)c1ccc2c(c1)c(=O)n(C)c(=O)n2C
23. O=C1CC(N2CCN(C(c3ccccc3)c3ccccc3)CC2)C(=O)N1Cc1ccc(N2CCCC2=O)cc1 (stereo not given)
24. Cc1ccc(S(=O)(=O)NNC(=O)c2cc3cc4ccccc4nc3s2)cc1
entry no.	17	18	19	20	21	22	23	24
Kir21 block	-0.26	-1.1	0.18	-0.09	-1.5	0.01	0	0.74
STK33 kinase inh	-1.6	-0.6	-0.3	-0.3	-1.0	1.1	0.4	0.1

# The closing 4 entries of the section before open the next one.
21. COc1ccccc1N(CC(=O)Nc1ccc2c(c1)OCO2)S(=O)(=O)c1ccccc1
22. Cc1c(F)cccc1NS(=O)(=O)c1ccc2c(c1)c(=O)n(C)c(=O)n2C
23. O=C1CC(N2CCN(C(c3ccccc3)c3ccccc3)CC2)C(=O)N1Cc1ccc(N2CCCC2=O)cc1 (stereo not given)
24. Cc1ccc(S(=O)(=O)NNC(=O)c2cc3cc4ccccc4nc3s2)cc1
25. CC1CCN(C(=O)COC(=O)c2ccc3ccccc3n2)CC1
26. Cc1nn(CC(=O)Nc2ccc(C(=O)N3CCCCC3)cc2)c(=O)c2ccccc12
27. COc1ccc(COC(=O)C2=C(C)NC(=O)NC2c2cccc(Br)c2)cc1 (stereo not given)
28. COc1ccc(CCN2C(=O)C3C4CC(C5C(C(=O)N/N=C\c6ccc(Cl)cc6)=NOC45)C3C2=O)cc1OC (stereo not given)
29. O=C(COC(=O)COc1ccccc1)Nc1ccc2c(c1)OCCO2
30. Nc1nnc(N2CCCCCC2)s1
31. CCC(CC)C(=O)c1c[nH]c(C(=O)NCc2ccccc2OC)c1
32. CNC(=O)/C(C#N)=C/c1cn(CC(=O)NCc2ccco2)c2ccccc12
entry no.	21	22	23	24	25	26	27	28	29	30	31	32
Kir21 block	-1.5	0.01	0	0.74	x	-0.56	0.06	-0.44	x	0.06	-1.5	0.15
STK33 kinase inh	-1.0	1.1	0.4	0.1	0.1	-0.4	1.6	-0.5	-0.1	-1.3	0.0	1.6

33. CC(C#CCN1CCCCC1)OCCOCc1ccccc1 (stereo not given)
34. Cc1cc(C)c(C(=O)CSc2nnc(N)s2)cc1C
35. CCc1cccc(OCC2Cn3c(nc4c3c(=O)[nH]c(=O)n4C)O2)c1 (stereo not given)
36. Nc1cc(=O)[nH]c(SCc2nnnn2-c2ccc(Cl)cc2)n1
37. CC(C)OC(=O)C(CC(=O)O)N1CCOCC1 (stereo not given)
38. C#CCOCCOCCOCCNc1nc(N2CCN(C(=O)[C@H](CCC(=O)O)n3cc(C(N)Cc4ccc(O)cc4)nn3)CC2)nc(N2CCN(C(=O)[C@H](Cc3cc4ccccc4[nH]3)n3cc(C(N)[C@H](C)CC)nn3)CC2)n1 (stereo not given in full)
39. COc1ccc(N2CCN(S(=O)(=O)c3cn(C)c(=O)n(C)c3=O)CC2)cc1
40. COc1ccccc1N1CCN(CC(O)c2ccccc2)CC1 (stereo not given)
entry no.	33	34	35	36	37	38	39	40
Kir21 block	0.41	1.2	-0.16	-0.54	-1.3	0.65	1.2	-1.5
STK33 kinase inh	-2.7	-1.7	-1.0	-0.1	-0.3	-0.5	0.6	0.6

41. O=C(CCN1CCCCCC1)Nc1ccc(F)c(F)c1
42. COc1cc(NC(=O)CSc2ccc(-c3ccccn3)nn2)cc(OC)c1
43. CCCC(C)NC(=O)Cc1ccccc1[N+](=O)[O-] (stereo not given)
44. Cc1ccccc1NC(=O)c1sc2nc3c(c(-c4ccco4)c2c1N)CCC3
45. Cc1c(NC(=S)N/C(=N/S(=O)(=O)c2ccc(Cl)cc2)c2ccccc2)c(=O)n(-c2ccccc2)n1C
46. O=C(OCC(=O)N1CCN(S(=O)(=O)c2ccccc2)CC1)C1CCC1
47. COc1ccc2[nH]c(C(=O)Nc3cccc(C)n3)cc2c1
48. CCN(CC(=O)NCc1ccc(F)cc1)Cc1cc(=O)n2ccsc2n1
entry no.	41	42	43	44	45	46	47	48
Kir21 block	-1.4	-1.4	-0.96	-0.43	-2.7	x	-0.66	-0.01
STK33 kinase inh	x	-2.2	-1.9	0.1	0.8	-2.4	9.5	-2.2

49. COC(=O)c1[nH]c2cc(C)ccc2c1NC(=O)CN1CCN(c2ccccc2OC)CC1
50. CCc1ccc(NC(=O)C2(c3ccccc3)CC2(Cl)Cl)cc1 (stereo not given)
51. COc1ccc2[nH]c3c(c2c1)CCNC3(C)CCc1ccc(Cl)nc1 (stereo not given)
52. O=C(COc1ccc2c3c(c(=O)oc2c1)CCC3)NC1CCN(Cc2ccccc2)CC1
53. CCc1ccc(Nc2n[n+](-c3ccccc3)c(-c3cccc(C)c3)s2)cc1
54. Cc1ccc(-c2c(C(=O)N/N=C/c3cccc(Cl)c3)nnn2-c2nonc2N)cc1
55. COc1cc(C(=O)NCc2ccc(C(=O)NCC(OC)OC)cc2)cc(OC)c1OC
56. CCCCNC(=O)C1CCC(CNS(=O)(=O)c2ccc(NC(C)=O)cc2)CC1 (stereo not given)
entry no.	49	50	51	52	53	54	55	56
Kir21 block	-0.11	1.3	-1.2	-0.89	x	0.02	-0.37	-0.74
STK33 kinase inh	-0.8	-0.2	-0.8	-1.2	-0.6	-1.3	-0.1	0.4

57. O=C(CC1Sc2ccccc2NC1=O)NCc1cccc(Cl)c1 (stereo not given)
58. O=C(Nc1ccnn1C1CCN(C/C=C/c2ccc(F)cc2)CC1)C1CCCC1
59. C1CCC(n2nnnc2CN2CCCC2)CC1
60. COc1cc(/C=C(\C#N)C(=O)NCCc2ccccc2)cc(OC)c1O
61. C[C@H](CO)N1C[C@H](C)[C@@H](CN(C)C(=O)Nc2ccccc2)Oc2ccc(NC(=O)Nc3ccc(C(F)(F)F)cc3)cc2C1=O
62. CC1(C)CC(=O)C(C=Nc2cc(C(=O)c3ccccc3)ccc2N)=C(O)C1
63. Cc1cccc(N2CCN(Cc3nc(C4CC4)no3)CC2)n1
64. Cc1ccc(Cn2c(N)c(S(=O)(=O)c3cccs3)c3nc4ccccc4nc32)cc1
entry no.	57	58	59	60	61	62	63	64
Kir21 block	0.09	0.34	0.67	-0.13	x	0.1	-0.42	0.3
STK33 kinase inh	-1.0	0.0	-1.7	-0.4	0.2	-0.6	-2.0	0.9

65. CC(C)Cc1nnc(NC(=O)CCC(=O)N2CCN(C3CCCC3)CC2)s1
66. CCc1ccc(NC(=S)N(Cc2ccccc2)Cc2ccccn2)cc1
67. CCN1C(=O)[C@@H]2[C@@H](c3ccc(-c4ccc(F)cc4)cc3)N3CCC[C@@]3(C(=O)OC)[C@@H]2C1=O
68. Cc1cc(C)c2nc(Nc3nc(-c4ccccc4)cc(=O)[nH]3)nc(C)c2c1
69. CN1CCN(C(=O)CCNC(=O)Cn2cnc3ccccc3c2=O)CC1
70. Nc1nc(Nc2ccccc2)nc2c1ncn2[C@@H]1O[C@H](CO)[C@@H](O)[C@H]1O
71. Cc1ccc(C)c(Cn2c(=O)n(C)c(=O)c3sccc32)c1
72. CCSc1nc(C2CC2)cc(-c2ccco2)c1C#N
entry no.	65	66	67	68	69	70	71	72
Kir21 block	1.6	2.5	-1.1	0.05	-1.6	2.1	0.32	0.32
STK33 kinase inh	-0.4	0.6	0.8	-1.2	0.8	5.3	-0.1	-2.1

73. Cc1cc(C)c2c(C)c(C(=O)NCc3ccc(S(N)(=O)=O)cc3)oc2c1
74. CCOc1ccccc1NC(=O)N1CCC(c2nc3ccccc3[nH]2)CC1
75. CN(C)CCCNc1c2c(nc3ccccc13)CCC2
76. CC(C)(C)c1ccc(C(CC(=O)O)NC(=O)Cc2ccc(F)cc2)cc1 (stereo not given)
77. CCc1ccc(N2C(=O)c3sc4nnc(C)c(=O)n4c3C2=O)cc1
78. Nc1cccc(S(=O)(=O)c2cccc(N)c2)c1
79. O=C(CSc1ncnc2ccccc12)NC1CCS(=O)(=O)C1 (stereo not given)
80. CSc1cccc(NC(=O)Nc2ccc(Cl)cc2)c1
entry no.	73	74	75	76	77	78	79	80
Kir21 block	-0.44	0.18	-0.18	2.1	1	1.2	x	1.2
STK33 kinase inh	-2.8	2.1	-0.5	-2.1	-1.0	-1.0	-1.1	-0.7

81. CCCCC1(C)NC(=O)N(CC(=O)Nc2cc(S(=O)(=O)N3CCOCC3)ccc2Cl)C1=O (stereo not given)
82. COc1cc(C2C(C(=O)c3ccco3)=C(O)C(=O)N2c2cc(C)on2)cc(Br)c1O (stereo not given)
83. COc1ccc(-c2nnc(-c3ccccc3)o2)cc1OC
84. CCCCCCC(=O)NNC(=O)c1c(O)c2ccccc2n(CC)c1=O
85. Cc1cc(NC(=O)CCc2ccc(S(=O)(=O)N3CCOCC3)cc2)n(-c2ccccc2)n1
86. COc1ccc(-n2c(=S)[nH]c3cc(C(=O)N4CCN(c5ccccc5)CC4)ccc3c2=O)cc1
87. CN1C(=O)CSC1=Nc1ccc(F)cc1
88. Cc1ccc(NC(=O)CN(C)C(=O)CSc2nccn2C)cc1
entry no.	81	82	83	84	85	86	87	88
Kir21 block	x	1.3	1.1	-0.77	0.93	-0.78	1.5	x
STK33 kinase inh	0.6	-0.8	1.5	0.4	0.2	1.5	-0.7	7.9

89. CN(c1ccccc1)S(=O)(=O)c1cccc(NC(=O)CSc2ncc(C(F)(F)F)cc2Cl)c1
90. CN(C)c1ccc(NC(=O)C[n+]2ccccc2)cc1
91. CCc1ccc2c(c1)c1nnc(NN)nc1n2CC
92. N#Cc1ccc(Oc2cccnc2)cc1C#N
93. Cc1ccc(N=CC2=C(O)CC(c3ccco3)CC2=O)cc1 (stereo not given)
entry no.	89	90	91	92	93
Kir21 block	-0.35	0.03	-0.31	0.99	-1.1
STK33 kinase inh	-1.3	-0.9	-0.2	-1.6	0.4
